# Apaf1 inhib = inhibitors of human Apaf-1 apoptosome, primary screen, biochemical, DEVD-Rh110 fluorescence, uHTS. Apoptotic protease-activating factor 1 (Homo sapiens), O14727. reconstituted apoptosome caspase-3 activity. inhibition, % at 20 µM. 0.71% of 330,000 active; active means inhibition of at least 40% at 20 µM;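 further: plate controls were DMSO wells for no effect and DEVD-CHO caspase inhibitor wells for full effect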
#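 Material: biochemical Apaf-1 apoptosome reconstitution. Medium: Hepes buffer, pH 7.5. Also added: cytochrome c activation, bis-DEVD rhodamine 110 substrate. Timing: 30 min compound preincubation, 50 min activation, room temperature. Measured by: rhodamine 110 fluorescence at Ex 480/Em 540 nm.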
# SENP8 block-1 = SENP8 protease inhibitors, primary screen, biochemical, luminescence | purified SENP8, Z-RLRGG-aminoluciferin cleavage | 1.2% of 330,000 active | AID 2540, 2010 | inhibition, % at 10 µM; in the data active means inhibition above about 50%
# SENP7 block = SENP7 protease inhibitors, primary screen, biochemical, luminescence, uHTS; recombinant SENP7, Z-RLRGG-aminoluciferin luminescence, 40 min; inhibition, % at 5 µM; 1.5% of 330,000 active; AID 434973, 2010;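 active means inhibition above about 50% at the single test dose, limit read from the data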;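 further: plate controls were DMSO with enzyme for no effect and no enzyme buffer wells for full effect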
# PfG6PD inh = PfG6PD enzyme inhibitors, primary screen, biochemical, fluorescence intensity, uHTS; glucose-6-phosphate dehydrogenase-6-phosphogluconolactonase (Plasmodium falciparum 3D7); PfGluPho enzyme, NADPH resazurin-diaphorase fluorescence; inhibition, % at 20 µM; 0.78% of 350,000 active; AID 504690, 2011;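 active means inhibition reaching at least a set limit at 20 µM in the primary screen, cut at about 59% in these data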;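 further: 0% = DMSO wells with substrate and 100% = DMSO wells lacking glucose-6-phosphate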
# SENP8 block-2 = human SENP8 protease inhibitors, primary screen, biochemical, fluorescence, Nedd8 protein substrate, uHTS; Sentrin-specific protease 8 (Homo sapiens), Q96LD8; inhibition, % at 20 µM; AID 602440, 2012; 0.64% of 360,000 active; recombinant SENP8; in the data active means inhibition mostly above about 40%, no sharp cut-off; inactive means mostly below about 27%
# SENP6 block = SENP6 protease inhibitors, primary screen, biochemical, luminescence, uHTS; AID 2599, 2010; inhibition, % at 10 µM; Recombinant SENP6 catalytic domain, aminoluciferin luminescence; 1.8% of 330,000 active; Sentrin-specific protease 6 (Homo sapiens), Q9GZR1;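 active means inhibition above about 50% at the single tested dose, limit read from the data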;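 further: plate controls were DMSO wells with enzyme for no effect and DMSO wells lacking enzyme for full effect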
# HKDC1 inhibitor = HKDC1 hexokinase inhibitors, primary screen, biochemical, fluorescence, uHTS; 0.16% of 340,000 active; AID 493160, 2011; inhibition, % at 20 µM; recombinant HKDC1, G6PDH/diaphorase resazurin coupled fluorescence;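 active means inhibition above about 35% when tested at 20 µM, limit read from the data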;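 further: plate controls were DMSO wells with enzyme for no effect and DMSO wells lacking enzyme for full effect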
# Target sequence (Q2TB90 whole entry, looked up): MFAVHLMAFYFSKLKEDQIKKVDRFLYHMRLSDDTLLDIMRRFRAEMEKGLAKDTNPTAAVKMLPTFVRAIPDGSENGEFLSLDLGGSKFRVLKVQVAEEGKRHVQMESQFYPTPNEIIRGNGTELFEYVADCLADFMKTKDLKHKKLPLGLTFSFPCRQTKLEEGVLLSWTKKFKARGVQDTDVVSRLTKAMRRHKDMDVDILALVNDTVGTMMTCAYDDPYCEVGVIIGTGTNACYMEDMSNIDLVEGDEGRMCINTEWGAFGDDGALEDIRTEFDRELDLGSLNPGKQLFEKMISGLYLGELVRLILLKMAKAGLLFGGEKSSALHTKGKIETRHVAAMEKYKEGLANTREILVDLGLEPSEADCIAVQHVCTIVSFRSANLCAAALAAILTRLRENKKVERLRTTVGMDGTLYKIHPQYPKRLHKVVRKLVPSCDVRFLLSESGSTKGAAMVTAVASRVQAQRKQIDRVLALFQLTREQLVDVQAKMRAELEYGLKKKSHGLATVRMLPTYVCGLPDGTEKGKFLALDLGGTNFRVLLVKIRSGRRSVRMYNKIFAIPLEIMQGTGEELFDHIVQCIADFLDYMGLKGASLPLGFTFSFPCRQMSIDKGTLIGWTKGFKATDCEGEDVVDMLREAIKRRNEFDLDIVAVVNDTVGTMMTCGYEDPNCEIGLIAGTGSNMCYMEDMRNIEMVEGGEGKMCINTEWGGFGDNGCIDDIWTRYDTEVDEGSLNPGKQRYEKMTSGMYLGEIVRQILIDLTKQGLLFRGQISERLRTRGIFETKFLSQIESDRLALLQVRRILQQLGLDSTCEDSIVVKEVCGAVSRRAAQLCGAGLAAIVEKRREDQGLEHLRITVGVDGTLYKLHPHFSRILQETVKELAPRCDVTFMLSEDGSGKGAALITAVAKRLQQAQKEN
#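 Assay system – recombinant HKDC1 (HK5) hexokinase enzyme, produced in-house · Input – HKDC1 at 5 µg/mL · Reagent – glucose plus 1 mM ATP as hexokinase substrates · Timing – 90 min reaction incubation at room temperature, dark · Measured by – G6PDH/diaphorase-coupled fluorescence, 1 mM NADP, 100 µM resazurin, 525/613 nm · Benchmarks – DMSO-enzyme wells negative, buffer-substituted wells positive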
# SENP1 FRET inh = human SENP1 catalytic domain inhibitors, primary screen, biochemical, FRET, uHTS; recombinant SENP1 catalytic domain, CyPet-SUMO1-YPet FRET cleavage; inhibition, % at 10 µM; 0.21% of 360,000 active;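 active means inhibition at least 30% at 10 µM, raw YFP signal under a set limit, fluorescence ratio 0.5 to 1.5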;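 further: 0% = enzyme with DMSO and 100% = no enzyme wells; some results filed as inactive read as strong as hits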
#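 Controls: no-enzyme wells low, DMSO-plus-enzyme wells high control. Test system: human recombinant His6-tagged SENP1 catalytic domain enzyme. Reagent: SFCypet-SUMO1-SFYpet FRET protein substrate, 25 nM final. Doses: one dose per compound, 10 µM, 0.5% DMSO. Detection: FRET, CFP and YFP emission. Timing: 50 min reaction at room temperature.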
# Active calls of the source: *; / = not tested or not shown.
Compound,SENP8 block-1,PfG6PD inh,SENP1 FRET inh,HKDC1 inhibitor,SENP7 block,Apaf1 inhib,SENP8 block-2,SENP6 block
CCCCN=C(C)C1=C(O)CSC1=O,-8,-16,-2,-7,10,4,15,-17
CCNS(=O)(=O)c1cc(OC)ccc1OC,0,8,0,-2,3,-6,30,-7
O=c1cc(-c2ccccc2)c2cc(Cl)ccc2[nH]1,5,6,2,-6,1,4,-40,0
Cc1cnc(NC(=O)COc2ccc3c(c2)CCC3)s1,13,3,-1,-5,45,14,4,52*
CCCC(c1nnnn1C1CCCCC1)N1CCN(C2CCCC2)CC1 (stereo not drawn),-3,1,0,-3,5,-8,30,-21
Nc1cc(N)nc(SCC(=O)N2CCN(C(=O)c3ccco3)CC2)n1,-5,-16,-2,12,-2,-15,10,-21
O=C(NCC1CCCO1)Nc1ccccc1 (stereo not drawn),2,7,1,-4,-2,-4,16,-3
CC1CCCN(c2nc3ccccc3nc2C(C#N)C(=O)OC2CCCCC2)C1 (stereo not drawn),-3,/,/,/,4,9,/,-3
CCOc1ccccc1NC(=O)Nc1cccc(NC(C)=O)c1,-4,16,1,-3,-4,-24,25,-12
Cc1cccc(N/C=C(\[N+](=O)[O-])S(=O)(=O)c2ccccc2)c1,-2,12,0,0,9,-4,15,-20
N/C(=N\OCC(=O)Nc1ccccc1)c1nonc1N,-7,-6,2,-4,2,-3,5,5
COc1ccc(NC(=O)COC(=O)C2CC(=O)N(CCc3ccc(OC)c(OC)c3)C2)cc1Cl (stereo not drawn),7,-9,3,4,-6,-6,3,-13
CC(=O)Nc1ccc(S(=O)(=O)NC2CC(=O)N(c3ccc4c(c3)OCCO4)C2)cc1 (stereo not drawn),-13,-2,0,-3,4,0,18,-6
CN(C(=O)c1ccccc1OCc1ccc(Cl)cc1)c1ccccc1,4,4,2,1,0,24,11,-1
Cc1ccccc1N(CC(=O)NC1CCCCC1)C(=O)CCCC(=O)Nc1ccccn1,1,-9,0,-2,8,5,11,1

# Remaining list, next part
Compound,SENP8 block-1,PfG6PD inh,SENP1 FRET inh,HKDC1 inhibitor,SENP7 block,Apaf1 inhib,SENP8 block-2,SENP6 block
COC(=O)CCCC1=CC2=C(c3ccccc3)C(=O)C(C)(OC(=O)C3CCCC3)C(=O)C2=CN1c1ccccc1 (stereo not drawn),-12,22,-37,12,8,17,-82,-4
CCOC(=O)Cc1nnc(NC(=O)C2CCCCC2)s1,-14,-2,-1,-8,0,-4,5,1
Cc1c(C(=O)Oc2cc(N)n(S(C)(=O)=O)n2)cccc1[N+](=O)[O-],-2,11,1,-5,3,-9,6,-9
Cc1ccc(-c2nnc(SCCC(=O)N3CCOCC3)o2)cc1,-2,0,2,-1,-9,0,-3,-6
O=C(Cn1ncc2c(=O)oc3ccccc3c21)NCC1COc2ccccc2O1 (stereo not drawn),-3,-18,0,-9,7,-3,12,-3
Cc1ccc(-c2nn(CC(=O)NN3CCOCC3)c(=O)c3ccccc23)cc1,-1,2,11,-12,2,-2,-14,-2
Cc1ccc(N(CC(=O)NCC(O)c2ccccc2)S(=O)(=O)c2ccc(C)cc2)cc1 (stereo not drawn),-8,-20,0,-3,-8,12,12,-9
Cc1ccc(C)c(OCC(O)CN2CCCCC2C)c1 (stereo not drawn),1,8,2,-3,-5,-15,19,-8
O=C(Nc1cccc(C(F)(F)F)c1)c1sc(Cl)nc1C(F)(F)F,0,18,0,3,-4,11,6,-12
COc1ccccc1N1CCN(C(c2ccccn2)c2nnnn2C2CCCCC2)CC1 (stereo not drawn),-6,-4,0,-1,-1,5,12,-9
CCOC(=O)CNC(=O)CSc1ncccc1-c1nc2ccccc2[nH]1,-4,-5,-9,3,13,-5,-160,24
CC(=O)Nc1ccc(S(=O)(=O)NCCSCc2ccc(Cl)cc2Cl)cc1,-1,-10,-1,6,9,18,20,-16
CCCCOC(=O)CSc1nc(N)c(C#N)c(-c2ccc(OCC)cc2)c1C#N,1,28,-1,-4,-6,8,-130,-11
CCOc1ccc2nc(NCCNC(=O)C(C)C)c(C)cc2c1,-3,3,-1,0,-5,12,-492,-28
O=C(Nc1ccncc1)c1cc(F)cc(F)c1,-4,-14,3,-8,2,-8,30,5

# Following part.
Compound,SENP8 block-1,PfG6PD inh,SENP1 FRET inh,HKDC1 inhibitor,SENP7 block,Apaf1 inhib,SENP8 block-2,SENP6 block
CNC(=O)c1sc(N2N=C3/C(=C\c4ccccc4)CCCC3C2c2ccccc2)nc1C (stereo not drawn),/,42,-36,-1,/,/,-466,/
Cc1ccc(NC(=O)c2cn(-c3cccc(C)n3)cn2)cc1,-3,-13,0,-2,20,3,17,18
COc1ccc(S(=O)(=O)NCC2CCCN(Cc3ccc(OC)cc3F)C2)cc1 (stereo not drawn),-3,-11,0,0,10,3,20,-9
O=C1CC(c2ccccc2)=Nc2ccc(Br)cc2N1,-3,-14,2,0,-6,7,12,-4
CCOC(=O)C1(Cc2cccc(OC)c2)CCN(C(C)CC(C)(C)O)CC1 (stereo not drawn),-1,-2,1,-5,0,-5,10,-18
O=C(Nc1cccc(Cl)c1)OCCN1CCN(Cc2ccccc2)CCC1=O,11,7,2,-4,-7,-3,2,6
Cc1cc(C)c(C(=O)COC(=O)CCn2c(C)csc2=O)cc1C,-1,-7,-1,2,3,10,-2,0
CCOC(=O)N1CCN(C(=O)Cc2ccc(C)cc2)CC1,0,-8,3,-2,3,-3,-1,-8
Cc1c(NS(=O)(=O)c2ccc3[nH]c(=O)[nH]c3c2)c(=O)n(-c2ccccc2)n1C,2,-2,3,-6,10,0,19,8
c1ccc(SCc2nc3ccccc3s2)nc1,45,11,-36,0,49,2,-6,60*
COc1ccc(C(=O)COC(=O)c2ccccn2)c(OC)c1,7,-8,2,-2,3,-10,4,-20
CCC1CCCCN1C(=O)CCCOc1ccccc1 (stereo not drawn),-6,-17,-1,2,2,-5,26,-7
CCCC(c1nnnn1Cc1ccc(F)cc1)N1CCN(C)CC1 (stereo not drawn),1,14,1,-5,-6,-10,20,-3
CCOC(=O)Cn1c2ccc(F)cc2c2nc(C)sc21,-5,23,1,-62,3,-10,2,1
CC(C)CCNC(=O)CCCOc1cc(=O)n(C)c2ccccc12,-8,15,1,-1,-3,0,11,-11

# Following part:
Compound,SENP8 block-1,PfG6PD inh,SENP1 FRET inh,HKDC1 inhibitor,SENP7 block,Apaf1 inhib,SENP8 block-2,SENP6 block
CC(=O)Nc1ccccc1C(=O)C(=O)Nc1ccc(F)cc1,-5,-1,0,-13,-4,4,16,-8
O=Cc1c[nH]c2ccc(OCc3ccccc3)cc12,2,10,-2,3,6,3,-24,5
CN(Cc1ccccc1F)C(=O)c1ccc(Oc2ccccc2)cc1,-2,-6,3,1,-3,21,8,-3
Cc1cc(OCCCn2cnc3ccccc3c2=O)ccc1[N+](=O)[O-],-9,-2,0,0,-3,-5,21,4
CCc1cc(-c2n[nH]c(=S)n2N)n(C)n1,4,8,0,-5,2,-2,16,-12
COc1cc(/C=N/NC(=O)CCC(=O)Nc2ccc(Br)cc2)ccc1O,1,7,2,-6,-1,-1,-9,1
CCOc1ccc(C(=O)C(C)OC(=O)C2CCN(c3ccc(C(F)(F)F)cn3)CC2)cc1 (stereo not drawn),1,11,0,2,0,12,-14,5
CCCCCc1cc(=O)oc2c(C(CCN3CCCCC3)c3ccc4c(c3)OCO4)c(OC)cc(OC)c12 (stereo not drawn),-17,18,-2,6,-1,66*,-169,-9
COc1cccc(CNC(=O)CCCC(=O)NC(C)CCc2ccccc2)c1 (stereo not drawn),-13,-10,-2,7,-9,11,11,7
COc1ccc(C2(C)NC(=O)N(CC(=O)N(c3ccccc3)C3CCS(=O)(=O)C3)C2=O)cc1 (stereo not drawn),-2,1,-2,0,-4,-3,6,-9
CCN1CCN(C(=S)NC(CC(=O)c2ccccc2)c2ccccc2)CC1 (stereo not drawn),-10,2,2,-2,-9,5,-4,-11
CC1CCCCC12NC(=O)N(CC(=O)Nc1ccc3[nH]c(=O)[nH]c3c1)C2=O (stereo not drawn),-10,3,1,2,-5,3,2,-5
CC(C)(C)NC(=O)CC(c1ccccc1)c1ccccc1O (stereo not drawn),-5,-13,0,-10,-28,4,10,-5
CC(NC(=O)C1c2ccccc2Oc2ccccc21)C1CCCO1 (stereo not drawn),2,-2,-2,2,6,-6,4,0
NC(=O)COC(=O)c1cc(S(=O)(=O)N2CCOCC2)ccc1N1CCCCC1,-1,-13,1,3,-6,-19,7,-2

# Carrying on.
Compound,SENP8 block-1,PfG6PD inh,SENP1 FRET inh,HKDC1 inhibitor,SENP7 block,Apaf1 inhib,SENP8 block-2,SENP6 block
COc1ccc2c(CSc3nc4nc(C)cc(C)n4n3)cc(=O)oc2c1,-9,18,-20,19,-4,0,-184,-10
CC1(c2ccccc2Cl)NC(=O)N(CC(=O)c2ccc3c(c2)OCO3)C1=O (stereo not drawn),-1,12,0,-2,7,3,-13,-10
O=C(O)CCNC(=O)CCCn1nnc2ccccc2c1=O,-9,-13,1,6,-5,4,3,-10
COCCN1CC(C(=O)N2CCC(Oc3ccccc3OC)CC2)CCC1=O (stereo not drawn),9,-7,0,-8,-3,-9,10,-14
Cc1cc(NC(=O)CSc2ccc3nnc(-c4ccccn4)n3n2)no1,-10,-1,-1,0,-7,13,-87,-18
O=C(O)C1CC=CCC1C(=O)N1CCCC1 (stereo not drawn),-3,-13,2,-4,6,-1,14,-5
CC1CCCCC12NC(=O)N(CC(=O)OCC(=O)c1ccc(OC(F)F)cc1OC(F)F)C2=O (stereo not drawn),-12,0,0,-3,8,-4,3,-4
CCCCn1c(N)c(N(CCOC)C(=O)c2ccc3c(c2)C(=O)N(c2cc(C)ccc2C)C3=O)c(=O)[nH]c1=O,5,14,-10,-4,-2,-1,-4,7
CCCN(CCC)C1CC(=O)N(Cc2ccccc2)C1=O (stereo not drawn),0,-9,1,-2,-4,-6,25,-7
O=C(CSc1ncnc2ccccc12)Nc1cccc(S(=O)(=O)N2CCCC2)c1,0,-11,-5,-2,-2,-43,-1,-3
Cc1nn(-c2ccccc2)c(Cl)c1C(=O)NC1CCCCC1,-7,-12,1,-6,-5,9,-10,-20

# An excerpt of these results, with each value named.
COc1cccc(CNC(=O)CCCC(=O)NC(C)CCc2ccccc2)c1 (stereo not drawn)
  SENP8 block-1: -13; PfG6PD inh: -10; SENP1 FRET inh: -2; HKDC1 inhibitor: 7; SENP7 block: -9; Apaf1 inhib: 11; SENP8 block-2: 11; SENP6 block: 7

COc1ccc2c(CSc3nc4nc(C)cc(C)n4n3)cc(=O)oc2c1
  SENP8 block-1: -9; PfG6PD inh: 18; SENP1 FRET inh: -20; HKDC1 inhibitor: 19; SENP7 block: -4; Apaf1 inhib: 0; SENP8 block-2: -184; SENP6 block: -10

# Assay outcomes deposited in PubChem BioAssay by Sanford-Burnham Center for Chemical Genomics.
